Assay outcomes from PubChem.
S-ASM inh: Inhibitors of Secretory Acid Sphingomyelinase (S-ASM): qHTS | 340,000 tested, 0.006% active | placental ASM, HMU-PC fluorogenic substrate, 60 min | Potency, µM (top dose mostly 57.5 µM), for the others: top-dose activity change, negative = inhibition, actives largely listed as inhibitors | AID 504937, 2011; also: potency is read from the fitted curve at half-maximal effect
Target sequence (P17405 47-631 limits assumed): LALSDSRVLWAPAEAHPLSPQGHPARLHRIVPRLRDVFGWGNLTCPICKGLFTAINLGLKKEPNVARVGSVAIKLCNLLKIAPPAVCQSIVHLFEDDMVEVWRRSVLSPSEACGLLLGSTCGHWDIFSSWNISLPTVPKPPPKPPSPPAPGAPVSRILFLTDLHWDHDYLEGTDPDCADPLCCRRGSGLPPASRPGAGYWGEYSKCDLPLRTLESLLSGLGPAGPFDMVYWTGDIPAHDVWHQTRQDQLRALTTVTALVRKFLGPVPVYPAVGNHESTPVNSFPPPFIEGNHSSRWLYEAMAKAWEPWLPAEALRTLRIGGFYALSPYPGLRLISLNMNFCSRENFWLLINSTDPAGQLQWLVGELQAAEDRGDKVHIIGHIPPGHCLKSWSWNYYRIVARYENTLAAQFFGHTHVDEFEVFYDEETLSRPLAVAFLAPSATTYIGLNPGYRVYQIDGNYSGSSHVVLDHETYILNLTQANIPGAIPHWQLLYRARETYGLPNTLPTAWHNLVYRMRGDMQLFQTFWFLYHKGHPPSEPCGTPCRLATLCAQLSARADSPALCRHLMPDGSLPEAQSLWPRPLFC
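HMU-PC0 cleavage (9 uM final) by human placental ASM, 60 min at 37 °C following 10 min compound exposure at RT; stopped at pH 10, fluorescence Ex 386/Em 447 nm.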
TRPV1 ag: HTS Assay for Compounds that Act as Agonists of the Vanilloid Receptor 1; Transient receptor potential cation channel subfamily V member 1 (Homo sapiens), Q8NER1; 320,000 tested, 0.19% active; TRPV1-expressing cells, Fluo-8 calcium influx, agonist mode; activation, % at 8.33 µM; AID 540275, 2011; in the data active = activation above about 80%; inconclusive = between about 30% and that limit; also: 0% is about no effect
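Cells expressing TRPV1 were dye-loaded with Fluo-8 and read kinetically: 10 s baseline, 3 min after compound (agonist portion), then 2 min after EC20 capsaicin (allosteric enhancer portion). Calcium-bound dye fluorescence at 480/520 nm.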
a7 integrin act: qHTS for Activators of Integrin-Mediated Alleviation for Muscular Dystrophy; alpha7betagal myoblasts, beta-gal FDG fluorescence, 48 h; Potency, µM (highest dose often 38.3 µM), without a hit: top-dose activation, actives largely listed as activators; 350,000 tested, 0.064% active;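 also: potency is read from the fitted curve at half-maximal effect; 100% = response of the positive control SU9516; nearly all actives have a fitted effect of over 60% in size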
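Alpha7betagal+/- myoblasts (passage 13) were plated 16-24 hr, then exposed to compounds (1:260 dilution of DMSO stock) for 48 hours at 37C. After MPER lysis, β-galactosidase reporter activity was read as FDG fluorescence (ex 480/em 540) after 30 minutes.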
hERG WT inh: qHTS for Inhibitors of KCHN2 3.1: Wildtype qHTS | Voltage-gated inwardly rectifying potassium channel KCNH2 (Homo sapiens), Q12809 | U2OS, BacMam KCNH2, thallium flux FluxOr; active compounds read low | AID 720551, 2013 | 340,000 tested, 0.37% active | activity change, % at 1.84 µM;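 active = maximum activity change below -70%; inconclusive = maximum activity change between -70% and -50%; inactive = maximum activity change above -50%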; also: % is scaled to controls: 0 for no effect and ±100 for the full control effect
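U2OS cells transduced with wild-type KCNH2 virus are loaded with FluxOr dye for 45 min, and thallium flux is measured in kinetic reads before and after stimulation buffer. Rate constants are normalized to DMSO controls.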
MBNL1 CUG block: qHTS Assay for Inhibitors of MBNL1-poly(CUG) RNA binding; Muscleblind-like protein 1 (Homo sapiens), Q9NR56; Potency, µM (titrated, usually from 57.5 µM), for the others: top-dose activity change, negative = inhibition, actives largely listed as inhibitors; TR-FRET MBNL1-His/biotin-(CUG)12 binding, 665/545 ratio; 280,000 tested, 0.036% active; active = well fitted inhibition curve with a large enough effect in the signal ratio, with a control signal flat, not every such curve was filed as active; inconclusive = small, poorly fitted or top-dose-only effect, or effect the other way, or a change in a side signal; inactive = no such curve, though single readings can be large or run the other way; the % refers to the signal ratio; also: potency is read from the fitted curve at half-maximal effect; % is scaled to controls: 0 for no effect and ±100 for the full control effect
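TR-FRET between His-tagged MBNL1 and biotin-(CUG)12 RNA, detected with Tb anti-His antibody (0.055 ng/ul) and streptavidin-XL665 (5 nM), 60 min at room temperature. Compounds titrated 92 nM to 58 uM; 665/545 nm ratio normalized to buffer and complex controls.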
A-T KAP1 phos: qHTS Assay for Identifying a Potential Treatment of Ataxia-Telangiectasia; 320,000 tested, 0.19% active; AID 485349, 2010; […] A-T fibroblasts, KAP-1 phosphorylation AlphaLISA; neocarzinostatin DNA damage 30 min before lysis; Potency, µM (doses to about 57.5 µM), for inactives: at the top dose activation, most hits filed as activators; also: potency is read from the fitted curve at half-maximal effect; % of control where 0% means no effect; nearly all actives have a fitted effect of over 45% in size
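ATM-like activity read as KAP-1 phosphorylation via AlphaLISA donor/acceptor antibody pairs after lysis and 6 hr at 25C. Cells were ATM-null patient fibroblasts ([…], hTERT), dosed 60 min, then exposed to the DSB inducer NCS for 30 min.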
MLL CXXC-DNA inh: qHTS Fluorescence Polarization Assay for Inhibitors of MLL CXXC domain - DNA interaction | Histone-lysine N-methyltransferase 2A (Homo sapiens), Q03164 | 290,000 tested, 0.037% active | Potency, µM (highest dose often 115 µM), inactives show at the highest dose activity change, negative = inhibition, usual class: inhibitors | MLL-CXXC / FITC-HOXA9 DNA fluorescence polarization; active = well fitted inhibition curve with a large enough effect in the polarisation, with a control signal flat, not every such curve was filed as active; inconclusive = small, poorly fitted or top-dose-only effect, or effect the other way, or a change in a side signal; inactive = no such curve, though single readings can be large or run the other way; the % refers to the polarisation; also: potency is read from the fitted curve at half-maximal effect
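Fluorescence polarization: 7 uM MLL-CXXC (stock) preincubated 5 min with compounds, then 50 nM fluorescein-HOX-A9 DNA (stock) added; 30 min ambient. Buffer 50 mM Tris-HCl pH 7.5, 50 mM NaCl, 1 mM DTT, 0.05% BSA.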
GALK inh: qHTS Assay for Inhibitors of Human Galactokinase (GALK); P51570; Purified GALK, Kinase-Glo residual ATP luminescence; Potency, µM (highest dose often 57.5 µM), inactives show at the top dose activity change, negative = inhibition, most hits filed as inhibitors; 270,000 tested, 0.007% active; also: potency is read from the fitted curve at half-maximal effect; % is scaled to controls: 0 for no effect and ±100 for the full control effect
Target sequence (P51570 whole entry, looked up): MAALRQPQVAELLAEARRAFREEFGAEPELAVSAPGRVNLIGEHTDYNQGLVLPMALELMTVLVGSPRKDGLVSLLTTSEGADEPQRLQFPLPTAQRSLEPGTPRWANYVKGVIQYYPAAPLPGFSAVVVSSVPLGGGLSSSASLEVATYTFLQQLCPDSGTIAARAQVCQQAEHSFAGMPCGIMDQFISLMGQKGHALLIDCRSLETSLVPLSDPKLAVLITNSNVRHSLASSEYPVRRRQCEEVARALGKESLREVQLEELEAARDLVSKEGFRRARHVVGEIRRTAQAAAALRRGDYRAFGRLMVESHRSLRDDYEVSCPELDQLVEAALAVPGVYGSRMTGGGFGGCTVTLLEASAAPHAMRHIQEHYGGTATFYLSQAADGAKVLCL
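Compounds were pin-transferred into ATP buffer (35 uM final), then GALK plus galactose (5 nM, 100 uM final) was added. After 1 h at room temperature, Kinase-Glo Plus was added and luminescence read after 10 min.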
Coupling enz: qHTS Assay for Inhibitors of Fructose-1,6-bisphosphate Aldolase from Giardia Lamblia: Coupling assay counterscreen; 290,000 tested, 0.67% active; activity change, negative = inhibition, % at 58.2 µM, hits read low; coupling enzyme system counterscreen, AmpLite Red fluorescence; in the data active = activity change below about -30%; also: % is scaled to controls: 0 for no effect and ±100 for the full control effect
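Coupling enzymes only (glyceraldehyde-3-phosphate) + compound, at 57.5 uM final, 10 min RT; add substrate/coupling/AmpLite Red mix, 20 min RT; fluorescence ex 525/em 598 nm. Actives flag coupling-system interference.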
KCNH2 3.1 block: qHTS for Inhibitors of KCHN2 3.1: Mutant qHTS. Potassium voltage-gated channel subfamily H member 2, brain isoform KCNH2 3.1 (human). 340,000 tested, 0.95% active. U2OS KCNH2 3.1, thallium flux FluxOr; active compounds read low. activity change, % (tested at about 1.8 µM);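 active = maximum activity change below -70%; inconclusive = maximum activity change from -70% to -50%; inactive = maximum activity change above -50%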;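 also: thallium influx rate constant from kinetic fluorescence after stimulation buffer; % is scaled to controls: 0 for no effect and ±100 for the full control effect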
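Thallium flux read-out: FluxOr dye with Red40 quencher in HBSS/HEPES, 45 min at RT. Rate constants from kinetic reads were normalized to positive and negative DMSO controls. Cells: U2OS virally expressing the 3.1 isoform.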
The depositor's hits bear a star; ? = inconclusive; nt = no result given; [ ] = remark or other dose. Unless noted, calls follow the shape of the dose curve; as a rule, active = well fitted curve in the direction sought with a large enough effect; inconclusive = small, poorly fitted or top-dose-only effect, or another doubt; inactive = no such curve, though single readings can be large; an effect the other way counts as inactive or inconclusive.

SMILES | S-ASM inh | GALK inh | A-T KAP1 phos | hERG WT inh | MLL CXXC-DNA inh | a7 integrin act | TRPV1 ag | Coupling enz | MBNL1 CUG block | KCNH2 3.1 block
Cc1nn(CC(=O)Nc2ccccn2)c(=O)c2ccccc12 | 7% | -1% | -1% | -8 | 10% | 12% | 0 | 0 | -9% | 15
CC(C)N(C(=O)COC(=O)[C@H](C)NC(N)=O)c1ccccc1 | 7% | 10% | 2% | 2 | -9% | 0% | 0 | 2 | -5% | 4
O=C(COc1ccc(Br)cc1CNC1CCCCC1)NCCc1ccccc1 | -2% | 0% | -6% | 1 | 36%[activator] | 0% | 2 | 0 | 11% | -29
O=C(O)/C=C/C(=O)NCC1CCC(CNC(=O)/C=C/C(=O)O)CC1 (stereo not given) | 4% | -2% | 6% | 5 | -8% | 36% | 1 | -1 | -1% | -2
CCOC(=O)NC(CC(=O)O)c1ccc(OC)c(OC)c1 (stereo not given) | 0% | 1% | -6% | -2 | 7% | 15% | 0 | 2 | 0% | 7
COc1ccc(S(=O)(=O)N2CCOCC2)cc1NC(=O)COc1ccccc1OC | -2% | -1% | 4% | 9 | 0% | -35% | -1 | 0 | 1% | -5
Cc1nn(Cc2ccccc2)c(C)c1C(=O)NCCN1C(=O)S/C(=C\c2ccc(F)cc2)C1=O | nt | 2% | 12% | 12 | 9% | 1% | -7 | 2 | -30% | 10
CN(C)c1nc2c(c(=O)[nH]c(=O)n2C)n1Cc1ccccc1Br | -1% | 5% | 8% | -2 | 0% | 8% | -5 | 4 | 1% | 5
CC(=O)Nc1ccc2c(c1)C(=O)N(c1ccc(C)cc1)C2=O | 0% | 3% | nt | -7 | 13% | -4% | 1 | 1 | ? | 15
Cc1ccc2nc(-c3cccc(Br)c3)cc(C(=O)NC3=NCCS3)c2c1 | -5% | 1% | -1% | 4 | 17% | 0% | ? | -6 | 12% | 4
CC(OC(=O)c1ccco1)C(=O)Nc1ccc(C(F)(F)F)cc1 (stereo not given) | 0% | nt | 4% | -6 | nt | 15% | -5 | nt | nt | 11
Fc1cccc(NC(=S)N2CCc3ccccc32)c1 | 4% | -8% | 19% | -3 | -2% | 1% | 8 | nt | -3% | 0
CCOc1ccc2ccccc2c1/C=N/NC(=O)CNC(=O)C(c1ccccc1)c1ccccc1 | 11% | 0% | 5% | 12 | 10% | -6% | 8 | 2 | 0% | -11
CCCOc1ccc(C(=O)CCCC(=O)c2ccc(OCCC)cc2)cc1 | -7% | 4% | 8% | -2 | -3% | -1% | -1 | 2 | 4% | -6
Cc1[nH]nc(N=Cc2c(O)n(C)c(=O)n(C)c2=O)c1-c1ccccc1 | 126%[activator] | 2% | nt | 11 | -8% | -56%[inhibitor] | -3 | -1 | 5% | -4
COc1ccc(C)cc1NC(=O)NNC(=O)C(C)Oc1ccc([N+](=O)[O-])cc1 (stereo not given) | 0% | 1% | -9% | -6 | 0% | -5% | 3 | 0 | ? | -17
CCN(CC)c1ccc([N+](=O)[O-])cc1C(=O)N1CCOCC1 | -5% | -1% | 7% | 0 | 22% | 10% | -2 | -1 | ? | 24
O=C(COC(=O)CCC(=O)c1ccc(Cl)cc1)NCc1ccc(F)cc1 | -3% | nt | -5% | -6 | nt | -23% | nt | nt | nt | 3
Cc1ccc2c(c1)N(CC(=O)N1CCN(c3ccccc3)CC1)C(=O)C(C)O2 (stereo not given) | -3% | -1% | 4% | 10 | 4% | 1% | 3 | -3 | -1% | 10
NC(=O)CC(NC(=O)c1cccc(Br)c1)c1ccc(NC2CCCCCCC2)c([N+](=O)[O-])c1 (stereo not given) | -9% | nt | 0% | -6 | -3% | -4% | 2 | -3 | 3% | -1
CN(c1ccc(C(=O)N2CCCCC2)cc1)S(=O)(=O)c1ccccc1 | 6% | 0% | 2% | -7 | -1% | -35% | 11 | 0 | 4% | -5
Nc1c(C(=O)OCC(=O)Nc2ccc(OC(F)F)cc2)[nH]c(=O)[nH]c1=O | 24% | nt | -7% | 6 | nt | -17% | 1 | nt | nt | -9
O=c1c2ccccc2cnn1Cc1ccc(Cl)c(Cl)c1 | -1% | -2% | 6% | -6 | 10% | ? | 30 | 3 | 0% | -3
CCCCN(CC)C(=O)C1CCC(=O)N(c2ccc(OC)cc2)C1c1ccc(OC)c(OC)c1 (stereo not given) | 3% | nt | nt | 1 | nt | 12% | nt | nt | nt | 0
COc1cccc(C(c2ccccc2)N2C3CCC2CN(S(=O)(=O)c2ccc(F)cc2)CC3)c1 (stereo not given) | 1% | nt | -4% | 0 | nt | 0% | 18 | nt | nt | 0
S=C1N(c2ccccc2)C(c2cccc3ccccc23)N2CCCN12 (stereo not given) | -4% | 1% | nt | -6 | 18% | 11% | 6 | 5 | -3% | -6
O=C(N/N=C\c1cccnc1)c1ccccc1O | -3% | 4% | -2% | 9 | -9% | -4% | -5 | 0 | 17% | -2
COc1ccccc1C(=O)N/C(=C\c1cn(S(=O)(=O)N(C)C)c2ccccc12)C(=O)N1CCCC1 | -2% | 4% | 5% | 9 | -3% | -26% | 3 | 4 | 1% | 7
Cc1cccc(Oc2ncnc3oc(-c4ccccc4)cc23)c1C | -3% | 1% | -4% | -5 | 0% | 3% | 4 | 3 | 2% | -4
O=C(CC1SC(=O)N(Cc2ccc(Cl)cc2)C1=O)Nc1nccs1 (stereo not given) | -1% | -4% | 3% | -11 | -4% | 7% | 5 | 3 | -12% | 5
CC(=O)Nc1cccc(CP(=O)(c2ccccc2)c2ccccc2)c1 | 6% | -4% | 1% | 14 | -3% | 17% | 2 | -1 | -5% | -7
COc1ccc(Br)cc1/C=N/N1C(=O)CSC1=S | -3% | 5% | -10% | -5 | 4% | -25% | -1 | -2 | 21% | 9
NC(=O)COC(=O)c1ccc(-c2ccccc2)cc1 | 1% | 14% | -6% | 1 | -4% | 11% | ? | 0 | 0% | 3
COC(=O)c1c(N)nc(C)n1-c1ccc(OC)cc1 | 1% | 0% | 3% | -4 | -5% | 8% | 1 | 1 | 6% | 1
CCOc1ccccc1C(=O)NCC(=O)NCC(c1ccco1)N1CCCCC1 (stereo not given) | 2% | nt | -1% | 3 | nt | 13% | -2 | nt | nt | 26
CCOc1ccc(C2=CSC3=NCCN23)cc1Cl | 0% | 0% | -12% | -10 | 58%[activator] | 8% | -1 | 5 | 1% | 12
COc1ccccc1N1CCN(C(=O)c2cc(=O)c3ccc(C)cc3o2)CC1 | 3% | 0% | 7% | 0 | 18% | 16% | -3 | 2 | -4% | 16
COc1ccc2c(c1)C1OCCC1C(c1ccco1)N2 (stereo not given) | 67%[activator] | nt | nt | -3 | nt | -20% | nt | nt | nt | 1
Cc1ccc(NC(=O)COC(=O)C2=COCCO2)c([N+](=O)[O-])c1 | 7% | 1% | 3% | 3 | 38%[activator] | 0% | 1 | 0 | ? | -10
CC(NC(=O)c1cc(-c2ccncc2)nc2ccc(Cl)cc12)C1CCCO1 (stereo not given) | -2% | 3% | -1% | -2 | -1% | -4% | 5 | nt | ? | 3
CC(=O)c1c(C)[nH]c(C(=O)Nc2ccc(C)c(S(=O)(=O)Nc3ccc(C)cc3C)c2)c1C | ? | 1% | -45% | 8 | 18% | ? | 1 | -6 | -3% | -7
Cc1cccc(CN2C(=O)/C(=C\c3ccc(C(=O)NCCCN4CCN(C)CC4)cc3)Oc3ccccc32)c1 | nt | 6% | 7% | nt | ? | nt | -3 | 5 | 3% | nt
Cc1ccccc1N1CC(=O)Nc2c(oc3nc(-c4ccccc4)cc(C)c23)C1=O | 20% | 0% | -8% | 23 | -5% | ? | 2 | 4 | 0% | 10
